# Screening results: PubChem, Sanford-Burnham Center for Chemical Genomics
# DUSP3 inh = VHR1 (DUSP3) phosphatase inhibition. inhibition, % at 20 µM. P51452. recombinant VHR phosphatase, colorimetric substrate read-out. hit rate 0.7% among 50,000; in the data active = inhibition above about 60%; note: some results filed as inactive read as strong as hits
# Target sequence (P51452 whole entry, looked up): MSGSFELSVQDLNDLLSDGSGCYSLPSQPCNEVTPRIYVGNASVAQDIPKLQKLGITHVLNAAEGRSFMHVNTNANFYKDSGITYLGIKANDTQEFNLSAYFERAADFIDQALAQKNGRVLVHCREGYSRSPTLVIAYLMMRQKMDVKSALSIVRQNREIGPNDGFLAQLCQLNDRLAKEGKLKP
# Starred values were filed as active, the others as inactive. Not all compounds are listed; the hit share may differ from the screen's.
SMILES,DUSP3 inh
CCOC(=O)c1ccc(NC(=O)CC)cc1,10
O=C(Nc1ccc(-c2ccc(Cl)cc2)cc1)C1CC1,11
Cc1cc(C)n(-c2ccc3cccc([N+](=O)[O-])c3n2)n1,1
CCOc1cc(C=O)c(Br)cc1O,-9
O=C(NCC12CC3CC(CC(C3)C1)C2)N1CCOCC1,-3
CCOC(=O)C1=C(O)/C(=C/c2cc(OC)c(OC)c(OC)c2)SC1=Nc1ccc(C)cc1,-8
O=[N+]([O-])c1ccc(N2CCCC2)c(Cl)c1N1CCCC1,8
Cc1ccc(NCCC(=O)c2ccc(Br)cc2)cc1,-1
CN1CCOCCOCCN(C)C1=O,-12
CCOC(=O)c1c(-c2ccccc2)oc2ccc(OC(=O)c3cccc([N+](=O)[O-])c3)cc12,-7
COC(=O)c1ccc(N2C(=O)c3ccc4c5c(ccc(c35)C2=O)C(=O)N(c2ccc(C(=O)OC)cc2)C4=O)cc1,-17
Cc1ccc(OCC(=O)N/N=C\c2cc(Cl)cc(Br)c2O)cc1,-17
O=C(Nc1ccc(Cl)cc1C(=O)c1ccccc1)c1ccc(S(=O)(=O)N2CCCCC2)cc1,-4
O=C(c1sc2ccccc2c1Cl)N1CCc2ccccc2C1,1
O=C1NC(=O)N(c2ccccc2)C(=O)/C1=C\c1cccc([N+](=O)[O-])c1,-14
COc1ccc(-c2c(C#N)c(N)nc(SCC(=O)c3ccc(O)c(O)c3)c2C#N)cc1,5
C/C(=N\NC(=O)C(C)Sc1nc(C)cc(C)n1)c1ccccc1O (stereo not drawn),-31
CN(C)c1ccc(/C=C2\SC(N3CCN(C4=NC(=O)/C(=C\c5ccc(N(C)C)cc5)S4)CC3)=NC2=O)cc1,12
COc1ccccc1NC1=NC2(CCCC2)N=C(N)N1,2
O=C(Nc1ccc(O)cc1)c1cccc(F)c1,7
CCN(CC)c1ccc(NC(=O)c2ccccc2)cc1,-18
C=CCN1C(=O)NC(=O)/C(=C/c2ccc(OC)c(OCc3ccc(Cl)cc3)c2)C1=O,-12
CCN(CC)CC#CC(C)(C)OC(C)=O,-3
Cc1ccc(C(=O)NCc2ccccc2)cc1S(=O)(=O)N1CCCCC1,-1
Cc1ccc(C)c(OCC(O)CN2CCN(Cc3ccccc3)CC2)c1 (stereo not drawn),-16

# Continuation.
SMILES,DUSP3 inh
Cc1c(Br)c(C(F)(F)F)nn1CC(=O)N1CCc2ccccc2C1,17
COC(=O)C1=C(C)N(C)C(C)=C(C(=O)OC)C1c1ccc(OC)cc1OC,-13
Cc1ccc(C)c(NC(=O)CN(c2ccc(Br)cc2)S(C)(=O)=O)c1,6
Cc1ccc(CN2CCN(N=Cc3ccc(C)s3)CC2)c(C)c1,-22
Cc1ccc(-c2csc(NC(=O)CCc3ccccc3)n2)cc1,-21
COCCN1C(=O)C(=O)/C(=C(/O)c2ccccc2)C1c1ccc(O)c(OC)c1 (stereo not drawn),11
CC(=O)C12c3ccccc3C(c3ccccc31)C1C(=O)N(c3cccc(C(F)(F)F)c3)C(=O)C12 (stereo not drawn),-4
C/C(=N\NC(=O)c1[nH]nc(-c2ccccc2)c1C)c1ccc(O)cc1,8
CCOc1ccc(S(=O)(=O)Nc2ccccn2)c2ccccc12,-2
CCOC(=O)c1c(N)sc2c1CC(C(C)C)OC2 (stereo not drawn),19
COc1ccccc1C(=O)O/N=C1/C(=O)N(C)c2ccccc21,-6
COc1cc(NC(=O)c2ccccc2[N+](=O)[O-])cc(OC)c1,1
CCOC(=O)c1c(NC(=O)c2cc3ccccc3oc2=O)sc(C(=O)CC)c1C,-14
COc1ccc(S(=O)(=O)NCCc2ccccc2)cc1OC,-23
COC(=O)CN1C(c2ccccc2)=Nc2ccc(Br)cc2C1c1ccccc1 (stereo not drawn),-34
Cc1cc(O)ccc1N=Cc1ccc(N2CCOCC2)cc1,12
O=C(c1cccc(Cl)c1)N1N=C(c2ccc(Cl)cc2)CC1(O)C(F)(F)F (stereo not drawn),-3
CS(=O)(=O)c1ccc2nc(NC(=O)c3ccccc3)sc2c1,-16
CCOC(=O)c1ccccc1NC(=O)CC1Sc2ccc(C(F)(F)F)cc2NC1=O (stereo not drawn),-9
CC(CCc1ccc(C(=O)CCCC(=O)O)s1)CC(=O)O (stereo not drawn),-2
Cc1ccccc1OCCCCNCCO,11
CCOC(=O)c1cc(CC)sc1NC(N)=O,2
CC(C)(C)c1cc(N)c(O)c(C(C)(C)C)c1,74
C=CCc1cccc(/C=N\NC(=O)CN2CCN(Cc3ccccc3)CC2)c1O,-2
O=C1C(=Cc2cccc3ccccc23)C(=O)c2ccccc21,-13

# Going on with the list:
SMILES,DUSP3 inh
CCOC(=O)c1c(NC(=O)CNc2ccc(C)cc2)sc2c1CC(C)(C)OC2,8
C=CCN1C(=O)/C(=C/c2ccc(-c3ccc([N+](=O)[O-])cc3C)o2)SC1=S,10
CC(C)c1ccc(N(CC(=O)NC(C)c2ccccc2)S(=O)(=O)c2ccccc2)cc1 (stereo not drawn),13
COc1cc(C(C2=C(O)CC(C)(C)CC2=O)C2C(=O)CC(C)(C)CC2=O)cc(OC)c1OC (stereo not drawn),-15
COc1ccc(Br)cc1/C=N/NC(=O)C1CC(c2ccccc2)(c2ccccc2)C1,9
COC(=O)c1c(C)nc2n(Cc3ccccc3Cl)c3ccccc3n12,5
CC(=O)c1c(C)[nH]n(-c2ccccc2)c1=O,-21
O=C(c1ccc2c(c1)OCCO2)N1CCCCC1,-19
CC1(O)N(CC(=O)c2cccs2)C(=O)OC12CCCCC2 (stereo not drawn),-10
Cc1sc(NC(=O)C2CC(O)CN2C(=O)OC(C)(C)C)nc1-c1ccccc1 (stereo not drawn),-9
CCOc1ccc(C(=O)Nc2c(C)cc(Br)cc2C)cc1,-3
CC1CCCCN1CC#CC(O)(c1ccccc1)c1ccccc1 (stereo not drawn),-5
CCOc1ccc(/C=C2\C(=O)NC(=O)N(c3cccc(Br)c3)C2=O)cc1Cl,-14
CN1C(=O)NC(=O)/C(=C\c2cccc(O)c2)C1=O,-14
CCOC(=O)Nc1nnc(CC(C)C)s1,-4
COc1ccc(CN2CCN(S(=O)(=O)c3ccc(C)cc3)CC2)cc1Br,21
CCOC(=O)c1sc(NC(=O)COc2cc(Cl)ccc2Cl)c(C(=O)OCC)c1C,-8
COc1cccc(N/C(=N/S(=O)(=O)c2ccc(C)cc2)Nc2nc(C)cc(C)n2)c1,11
CC(C)OC1N/C(=N\[N+](=O)[O-])N(C)C1OC(C)C (stereo not drawn),-82
O=C(CSc1nc2ccccc2[nH]1)N/N=C/c1ccccc1Br,-11
N/C(=N/OCc1cccc([N+](=O)[O-])c1)c1nonc1N,-11
COc1ccc(OC)c(S(=O)(=O)NCc2ccccn2)c1,17
CC(=O)NC(NC(C)=O)c1ccc(N(C)C)cc1,-2
COc1ccc(-n2c(C)c([N+](=O)[O-])c3ccc(O)c(CN(CCO)CCO)c32)cc1,1
CC1(C(=O)NNC(=O)c2ccccc2)CC2C=CC1C2 (stereo not drawn),1

# (further entries)
SMILES,DUSP3 inh
C=CCSC1=C(C#N)C2(CCCCC2)C(C#N)C(=O)N1 (stereo not drawn),0
COc1ccc2c(c1)CC/C(=C\c1ccc(Br)cc1)C2=O,-22
O=C(CSCc1cccc(Br)c1)NCc1ccccc1,-12
CC1Cc2ccccc2N1C(=O)c1ccc(N2CCCCC2)c([N+](=O)[O-])c1 (stereo not drawn),-19
COc1ccc(Cl)cc1C(=O)Nc1ccc(Cl)cc1,-15
CN1C(=O)/C(=C2\SC(=O)NC2=O)c2cc(Br)ccc21,-4
O=C(O)CN1C(=O)/C(=C\c2ccccc2OCc2ccccc2)SC1=S,-68
COc1ccc(S(=O)(=O)N2CCN(S(C)(=O)=O)CC2)cc1,0
COCCNC(=O)CN(c1cccc([N+](=O)[O-])c1)S(=O)(=O)c1ccccc1,-8
Cc1onc(-c2c(Cl)cccc2Cl)c1C(=O)N1CCCC1,-10
COc1ccc(OC)c(C2/C(=C(\O)c3ccc(Cl)cc3)C(=O)C(=O)N2c2cc(C(C)(C)C)on2)c1 (stereo not drawn),20
CCOc1ccc(N(CC(=O)NCCCOC)S(=O)(=O)c2ccc(SC)cc2)cc1,-13
Cc1cccc(OCC2=N/C(=C\N(C)C)C(=O)O2)c1,-3
CCOC(=O)CSc1nsc(SCC(=O)OCC)c1C#N,-5
Nc1n[nH]c(N)c1N=Nc1ccccc1F,28
CCCOc1ccc(/C=N/N2CCN(Cc3cccc4ccccc34)CC2)cc1,-42
Cc1cc2nc(-c3cc(NC(=O)c4cccc([N+](=O)[O-])c4)ccc3Cl)oc2cc1C,-26
CCOc1ccc(S(=O)(=O)N(CC(=O)Nc2ccc(OC)cc2OC)c2ccc(C)cc2)cc1,22
O=C(O)C/C=C1/Nc2ccc([N+](=O)[O-])cc2OC1=O,22
COc1ccc(/C=C2\C=C(c3ccc(Br)cc3)OC2=O)cc1[N+](=O)[O-],26
COc1ccc(NCC(O)Cn2c3ccc(Br)cc3c3cc(Br)ccc32)c(OC)c1 (stereo not drawn),-35
COc1ccc(N2C(=O)/C(=C\c3ccccc3C)SC2=S)cc1,-4
COc1cc(C(=O)Nc2ccc(C(C)C)cc2)c([N+](=O)[O-])cc1OC,-7
c1ccc2cc3[nH]c(CN4CCOCC4)nc3cc2c1,-22
O=c1oc2c3c(ccc2c2c1CCC2)OCN(c1ccc(Cl)cc1)C3,-4

# (listing goes on)
SMILES,DUSP3 inh
CCOC(=O)CC(=O)c1[nH]c(C)c(C(=O)OCC)c1C,-32
C#CCOc1cc(Br)c(/C=C2\C(=O)NC(=O)N(c3ccc(C)cc3)C2=O)cc1OC,-7
COc1cc(/C=N/NC(=O)/C(=C\C=C\c2ccccc2)NC(=O)c2ccccc2)cc(OC)c1O,12
COc1ccc(C(=O)/C=C/c2cn(Cc3ccccc3)c3ccccc23)cc1,-2
Cc1c(NC(=S)NC(=O)/C=C/c2ccccc2)cccc1-c1nc2ncccc2o1,2
Cc1nnc(C)n1/N=C/c1ccc(Cl)cc1,-28
O=C(Cc1nnn(-c2ccccc2)n1)c1cccc([N+](=O)[O-])c1,-24
O=C(NNC(=O)c1ccco1)c1cccc(I)c1,5
Cc1ccccc1C(=O)NNC(=S)Nc1ccccc1,50
CC(C)NC(=O)c1cnn2c1NC(c1ccc(Br)cc1)CC2C(F)(F)F (stereo not drawn),-9
CCCS(=O)(=O)c1c(S(=O)(=O)CCC)c2cc(-c3ccncc3)ccn2c1C(=O)c1ccc(OC)cc1,-20
CN1CCN(C(=O)c2ccccc2NC(=O)Cc2ccccc2)CC1,-6
COc1cc(/C=C2\C(=O)NC(=O)N(C)C2=O)ccc1OCc1ccc(C(=O)O)cc1,13
Cc1ccc([N+](=O)[O-])cc1/C=N/NC(=O)CSCC(=O)Nc1ccccc1,30
COc1ccc(OC)c(N(CC(N)=O)S(C)(=O)=O)c1,-12
O=c1[nH]cc(NN=c2c(=O)c3ccccc3c2=O)c(=O)[nH]1,-13
CCCC12C(=O)C(C)(C(c3ccccc3)=C1c1ccccc1)C1C(=O)N(c3cccc(Br)c3)C(=O)C12 (stereo not drawn),-1
O=S(=O)(Cc1ccccc1)N1CCN(c2ccc(F)cc2)CC1,2
CCN(CC)CCSc1nc2sc3c(c2c(=O)n1-c1ccccc1)CC(C)(C)OC3,10
CC1(C)CC(=NNC(=O)c2ccc(Br)o2)CC(C)(C)N1,-9
CCCOC(=O)c1ccc(NC(=O)c2cc3ccccc3oc2=O)cc1,8
N/C(=N\S(=O)(=O)c1ccccc1)c1ccc(Cl)cc1,-12
Cc1ccnc(N2C(=O)c3ccc(C(=O)c4ccc5c(c4)C(=O)N(c4cc(C)ccn4)C5=O)cc3C2=O)c1,2
Cc1ccc2nc(-c3ccc(N=Cc4cccc(O)c4O)cc3)sc2c1,-9
CC(C)c1ccc(N(CC(=O)N(C)Cc2ccccc2)S(=O)(=O)c2ccccc2)cc1,-20

# Remaining list, next part
SMILES,DUSP3 inh
C/C(=N\N=C1\NC(=O)C(CC(=O)Nc2ccc(Cl)cc2Cl)S1)c1ccc(F)cc1 (stereo not drawn),-14
CCN(CC)CCCCCCOc1ccccc1C(C)(C)C,12
Cc1nc(-c2ccccc2)nc(N/N=C/c2ccc(N(C)C)cc2)c1C,4
Nc1ccc2nc(SCC(=O)Nc3ccc4nc(SCC(=O)NC5CC5)sc4c3)sc2c1,13
N/C(=N\OC(=O)c1ccc(I)cc1)c1ccc(Cl)cc1,-17
O=C(Cc1ccccc1)Nc1cccc(-c2nnc(-c3cccc(NC(=O)Cc4ccccc4)c3)o2)c1,22
N#C/C(=C\c1ccc(Cl)cc1Cl)c1nc(-c2ccc(Br)cc2)cs1,2
CCOC(=O)C(Oc1cc2oc(=O)c3c(c2cc1Cl)CCCC3)c1ccccc1 (stereo not drawn),-11
O=C1C(=O)N(c2cccc([N+](=O)[O-])c2)C(c2ccc(F)cc2)/C1=C(/O)c1ccccc1 (stereo not drawn),6

# Compounds from the list above with a nitro group on carbon, in the order listed:
SMILES,DUSP3 inh
Cc1cc(C)n(-c2ccc3cccc([N+](=O)[O-])c3n2)n1,1
O=[N+]([O-])c1ccc(N2CCCC2)c(Cl)c1N1CCCC1,8
CCOC(=O)c1c(-c2ccccc2)oc2ccc(OC(=O)c3cccc([N+](=O)[O-])c3)cc12,-7
O=C1NC(=O)N(c2ccccc2)C(=O)/C1=C\c1cccc([N+](=O)[O-])c1,-14
COc1cc(NC(=O)c2ccccc2[N+](=O)[O-])cc(OC)c1,1
C=CCN1C(=O)/C(=C/c2ccc(-c3ccc([N+](=O)[O-])cc3C)o2)SC1=S,10
N/C(=N/OCc1cccc([N+](=O)[O-])c1)c1nonc1N,-11
COc1ccc(-n2c(C)c([N+](=O)[O-])c3ccc(O)c(CN(CCO)CCO)c32)cc1,1
CC1Cc2ccccc2N1C(=O)c1ccc(N2CCCCC2)c([N+](=O)[O-])c1 (stereo not drawn),-19
COCCNC(=O)CN(c1cccc([N+](=O)[O-])c1)S(=O)(=O)c1ccccc1,-8
Cc1cc2nc(-c3cc(NC(=O)c4cccc([N+](=O)[O-])c4)ccc3Cl)oc2cc1C,-26
O=C(O)C/C=C1/Nc2ccc([N+](=O)[O-])cc2OC1=O,22
COc1ccc(/C=C2\C=C(c3ccc(Br)cc3)OC2=O)cc1[N+](=O)[O-],26
COc1cc(C(=O)Nc2ccc(C(C)C)cc2)c([N+](=O)[O-])cc1OC,-7
O=C(Cc1nnn(-c2ccccc2)n1)c1cccc([N+](=O)[O-])c1,-24
Cc1ccc([N+](=O)[O-])cc1/C=N/NC(=O)CSCC(=O)Nc1ccccc1,30
O=C1C(=O)N(c2cccc([N+](=O)[O-])c2)C(c2ccc(F)cc2)/C1=C(/O)c1ccccc1 (stereo not drawn),6
